Assay outcomes from PubChem BioAssay.
Scp1 inh: Scp-1 phosphatase inhibitors, primary screen, biochemical, colorimetric, uHTS; Carboxy-terminal domain RNA polymerase II polypeptide A small phosphatase 1 (Homo …; Recombinant Scp1, phosphopeptide, malachite green phosphate absorbance; inhibition, % at 20 µM; 340,000 tested, 0.88% active; AID 493091, 2011;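 active means inhibition above about 50% at 20 µM, limit read from the data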;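 further: plate controls were DMSO wells with enzyme for no effect and wells lacking enzyme for full effect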
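Material: truncated SCP-1 phosphatase (76-261aa) / Buffer or medium: 50 mM Tris acetate pH 5.5, 0.005% Tween-20, 10 mM MgCl2 / Compound dosing: one concentration, 20 µM, with 1.0% DMSO / Incubation: 45 min room-temperature reaction, 5 min colour, 30 min stabiliser / Detection: colorimetric free-phosphate detection, absorbance 630 nm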
NadD block: inhibitors of S. aureus NadD, primary screen, biochemical, colorimetric, uHTS | 360,000 tested, 0.78% active | Nicotinate-nucleotide adenylyltransferase NadD (Staphylococcus aureus N315) | purified NadD enzyme, colorimetric absorbance read-out | inhibition, % at 20 µM; in the data active means inhibition above about 26%; further: some compounds past the cut are filed as inactive
LMPTP inh: LMPTP phosphatase inhibitors, primary screen, biochemical, fluorescence intensity, uHTS; recombinant LMPTP-A, OMFP fluorogenic substrate; inhibition, % at 20 µM; 360,000 tested, 0.22% active;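 active means compounds that cut the enzyme signal by at least half of the control window in the single-dose screen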;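 further: plate controls were DMSO wells with enzyme plus substrate for no effect and substrate without enzyme for full effect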
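Test system – LMPTP-A enzyme · Amount – LMPTP-A at 0.625 nM final in the reaction · Buffer or medium – Bis-Tris pH 6.0, DTT, detergent · Reagent – OMFP 400 µM · Doses – single 20 µM dose · Schedule – reaction 50 min, room temperature, dark · Detection – fluorescence intensity of OMFP turnover product · Evaluation – percent inhibition versus substrate-only and uninhibited controls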
SUMO1 PPI mod: modulators of SUMO1 protein-protein interactions, primary screen, biochemical, uHTS; SUMO1 binding to a labelled peptide, TR-FRET, 1 h; Small ubiquitin-related modifier 1 (Homo sapiens), P63165; 360,000 tested, 0.33% active; inhibition, % at 20 µM; in the data active means inhibition above about 37%
Rin1 Abl inh: inhibitors of Rin1-Abl protein binding, primary screen, biochemical, TR-FRET. inhibition, % at 7.35 µM. Tyrosine-protein kinase ABL1 (Homo sapiens) + Ras and Rab interactor 1 (Homo sapiens), …. 360,000 tested, 0.4% active; in the data active means inhibition above about 5%, passing the limit was not always enough
CSN inh: inhibitors of CSN-mediated cullin deneddylation, primary screen, biochemical, fluorescence polarization, uHTS; 360,000 tested, 0.38% active; COP9 signalosome complex subunit 5 (Homo sapiens), Q92905; Purified CSN, SCF-Nedd8-OG deneddylation; inhibition, % at 12.5 µM;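 active means pattern-corrected inhibition above about 35%, with an unprinted fluorescence ratio check between 0.5 and 1.5, limit read from the data, passing the limit was not always enough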;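 further: 0% = enzyme with substrate and 100% = substrate without enzyme; some results filed as inactive read as strong as hits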
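Test system: Human Csn5 produced in HEK293T cells | Compound: 12.5 µM single point | Times: 90 min, room temperature | Signal: Fluorescence polarization readout | Read-out basis: % inhibition of substrate cleavage by Csn5 | Controls: no-enzyme wells high, enzyme-with-substrate wells low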
DNMT1 inh: human DNMT1 methyltransferase inhibitors, primary screen, biochemical, molecular beacon, fluorescence, HinP1I cleavage, uHTS; 360,000 tested, 0.83% active; inhibition (reported as % activation of signal), % at 10 µM; in the data active means inhibition above about 50%
Target sequence (P26358 504-1616 limits assumed): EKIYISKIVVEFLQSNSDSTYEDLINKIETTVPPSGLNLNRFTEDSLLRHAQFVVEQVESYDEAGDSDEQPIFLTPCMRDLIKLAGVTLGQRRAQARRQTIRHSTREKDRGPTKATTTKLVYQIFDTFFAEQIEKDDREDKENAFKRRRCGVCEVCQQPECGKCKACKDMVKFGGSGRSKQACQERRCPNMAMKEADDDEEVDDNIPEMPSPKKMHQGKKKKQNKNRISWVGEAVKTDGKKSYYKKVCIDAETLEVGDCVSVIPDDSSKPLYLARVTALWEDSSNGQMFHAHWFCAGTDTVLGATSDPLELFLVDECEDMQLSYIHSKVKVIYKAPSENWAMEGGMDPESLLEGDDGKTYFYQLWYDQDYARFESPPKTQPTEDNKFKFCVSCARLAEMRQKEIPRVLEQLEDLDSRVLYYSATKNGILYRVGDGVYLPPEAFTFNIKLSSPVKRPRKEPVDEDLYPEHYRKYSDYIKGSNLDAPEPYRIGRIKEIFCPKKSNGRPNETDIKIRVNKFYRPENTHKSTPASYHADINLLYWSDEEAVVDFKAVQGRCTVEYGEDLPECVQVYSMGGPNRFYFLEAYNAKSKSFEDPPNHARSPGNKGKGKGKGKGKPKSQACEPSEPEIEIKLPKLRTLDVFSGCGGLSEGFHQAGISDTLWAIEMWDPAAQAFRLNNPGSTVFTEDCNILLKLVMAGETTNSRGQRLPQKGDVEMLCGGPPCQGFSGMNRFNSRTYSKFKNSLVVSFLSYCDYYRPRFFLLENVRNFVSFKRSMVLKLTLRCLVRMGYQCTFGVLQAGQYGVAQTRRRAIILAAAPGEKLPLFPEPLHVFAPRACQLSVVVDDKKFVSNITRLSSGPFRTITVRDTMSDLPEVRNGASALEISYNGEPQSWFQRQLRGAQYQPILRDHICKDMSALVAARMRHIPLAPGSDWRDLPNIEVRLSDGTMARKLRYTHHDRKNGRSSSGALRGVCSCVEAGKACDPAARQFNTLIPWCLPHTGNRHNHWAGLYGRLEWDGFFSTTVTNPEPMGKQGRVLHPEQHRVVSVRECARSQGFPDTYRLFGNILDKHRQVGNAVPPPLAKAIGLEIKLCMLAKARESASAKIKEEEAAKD
Rpn11 block: Rpn11 (PSMD14) deubiquitinase inhibitors, primary screen, biochemical, fluorescence polarization, uHTS | calls only at 20 µM | 26S proteasome non-ATPase regulatory subunit 14 (Homo sapiens), O00487 | human 26S proteasome, Ub4-pepOG fluorescence polarization; 20S core pre-blocked with epoxomicin | AID 588493, 2011 | 360,000 tested, 0.59% active;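 active means inhibition at 20 µM, scaled to each plate's controls, above about 33%, limit read from the data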
STEP block: STEP phosphatase inhibitors, primary screen, biochemical, fluorescence intensity, uHTS; Tyrosine-protein phosphatase non-receptor type 5 (Homo sapiens), P54829; recombinant STEP, OMFP fluorogenic substrate; inhibition, % at 20 µM; 360,000 tested, 0.25% active; AID 588621, 2011;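 active means inhibition at 20 µM, scaled per plate between control wells, above about 37%, limit read from the data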;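 further: 0% = DMSO with enzyme and substrate and 100% = substrate only without enzyme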
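System: isolated STEP enzyme; schedule: 20 min enzyme reaction at room temperature, protected from light; medium: Bis-Tris buffer pH 6.0, 2.5 mM DTT, 0.005% Tween 20; signal: fluorescence, 480/540 nm; dosing: single compound dose of 20 µM, 1% DMSO final; also added: OMFP substrate, 25 µM final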
Neddyl block: inhibitors of cullin neddylation, primary screen, biochemical, TR-FRET, uHTS, NAE and Ubc12; AID 651699, 2012; calls only at 25 µM; 360,000 tested, 0.58% active; in the data active means inhibition above about 36%
Starred values were filed as active, the others as inactive; i = inactive; x = not tested or not shown; + = active, no number. Random draw from the library; about 3.8% have a hit in one of these screens.

Scp1 inh,NadD block,LMPTP inh,SUMO1 PPI mod,Rin1 Abl inh,CSN inh,DNMT1 inh,Rpn11 block,STEP block,Neddyl block,Structure
-2,-7,-0.9,-15,-4,0,-1,i,3,i,Cc1c(Br)c([N+](=O)[O-])nn1CC(=O)Nc1ccc(C(N)=O)cc1
-10,-8,-0.4,5,2,1,2,i,-4,i,Cc1ccc(NC(=O)COC(=O)c2ccco2)cc1C
3,23,2.0,-2,2,9,-3,i,-3,i,Cc1ccc(-c2cc(C(=O)N3CCN(c4ncccn4)CC3)c3cc(Br)ccc3n2)o1
7,-4,-1.6,-1,0,2,3,i,-6,i,O=C(COC(=O)c1ccc2ccccc2c1)Nc1ncc(C(F)(F)F)cc1Cl
-7,-2,-0.2,6,4,0,3,i,-1,i,CCc1cccc(OCC(=O)Nc2c[nH]c(=O)[nH]c2=O)c1
x,19,-0.4,2,4,-1,13,i,4,i,O=C(Nc1cccc2ccccc12)c1[nH]c(-c2ccccc2)c2c1C(=O)N(C1CC1)C2=O
1,7,-2.9,-16,-2,-6,5,i,1,x,C=CCn1c(=O)c(C#N)cc2c(=O)n3ccccc3nc21
10,-3,-1.0,-5,1,-1,5,i,-1,i,CCOC(=O)Cn1c(S(=O)(=O)Cc2ccccc2)nc2ccccc21
-3,-6,0.6,5,4,-2,2,i,-6,i,Cc1ccnc(NC(=O)CCC(=O)N(CC(=O)NCc2ccccc2)Cc2ccco2)c1
-9,-2,0.5,-2,3,2,-11,i,2,+,COCc1ccc(CN2CCc3c([nH]c4ccccc34)C2CC(C)C)o1 (configuration not stated)
-2,1,-2.2,6,-6,0,-2,i,-2,i,CN1CCN(/C=N/c2sc3c(c2C#N)CCCCC3)CC1
7,-3,-0.2,-1,-1,-1,8,i,2,i,CCOc1ccc(CCNC(=O)C2CC(=O)N(C3CCCC3)C2)cc1OCC (configuration not stated)
-1,-5,-1.6,-6,4,-2,4,i,1,i,CCOc1ccc(C(=O)c2nc3c(n2O)CCCC3)cc1
-11,-1,-0.3,-3,-2,4,-25,i,2,i,CCC(C)(C(=O)NC1CCCCC1)N(Cc1cccs1)C(=O)c1ccc(=O)[nH]c1 (configuration not stated)
-3,0,-0.8,3,6,2,56*,i,1,i,CCOc1ccc(CN2CCC(n3nccc3NC(=O)C3CC3)CC2)cc1CO
-7,-6,0.9,-1,3,1,0,i,0,i,COc1ccc(NC(=O)c2cc(S(=O)(=O)N3CCOCC3)cs2)cc1
-8,-1,-0.6,-1,-1,2,1,i,-9,i,Cc1c(CCO)c(=O)[nH]n1C(=O)c1ccc(F)cc1
-5,-4,-1.0,5,3,-4,0,i,-3,i,Cc1nc(C)c(C(=O)OCC(=O)Nc2ccccc2)s1
2,-1,-1.0,-9,-2,-3,1,i,-1,i,N#C/C(=C\c1ccco1)C(=O)Nn1cnnc1
-3,1,0.3,5,1,-1,-1,i,0,i,O=C(CCCn1c(=O)c2cccn2c2cccnc21)NCCc1ccc(Cl)cc1

Next section
Scp1 inh,NadD block,LMPTP inh,SUMO1 PPI mod,Rin1 Abl inh,CSN inh,DNMT1 inh,Rpn11 block,STEP block,Neddyl block,Structure
-4,-5,1.4,-1,2,3,2,i,-11,i,O=C(COc1cccc2ccccc12)NNC(=O)[C@@H]1CCCC[C@@H]1C(=O)O
-12,0,3.2,-8,1,5,-3,i,2,i,COc1ccc(-n2nnnc2SCC(=O)c2cccc(OC)c2)cc1
4,2,-1.7,7,4,-1,-2,i,3,i,CCN(CC(=O)NCc1cccnc1)S(=O)(=O)c1ccc(OC)cc1
-9,-3,2.3,1,0,4,5,i,4,i,CCc1ccc(N2CC(C(=O)OCC(=O)c3c(N)n(CC(C)C)c(=O)n(C)c3=O)CC2=O)cc1 (configuration not stated)
-1,-5,-1.6,2,-2,5,38,i,0,+,CCOC(=O)C(=CNc1ccc2c(c1)nnn2-c1ccc(Cl)cc1)C(=O)OCC
-5,-6,-0.7,1,-3,2,-3,i,1,i,COC(=S)N/C(=N\S(=O)(=O)c1ccc(Cl)cc1)c1ccccc1
3,-4,1.7,9,2,22,-3,i,3,i,Cc1ccc(S(=O)(=O)c2nc(-c3ccco3)oc2SC(C)C)cc1
-10,2,-0.2,-19,-7,0,-2,i,-3,i,COc1ccc(NC(=O)C/C(C)=N/NC(=O)C2CCCCC2)c([N+](=O)[O-])c1
-12,-5,1.5,-2,0,0,-6,i,2,i,Cc1ccc2nc(N3CCN(Cc4nnnn4C4CCCC4)CC3)c(C#N)cc2c1
-8,-2,-1.1,-1,4,5,4,i,0,i,COc1ccccc1-c1noc(CCCC(=O)N2CCOCC2)n1
4,1,1.0,-14,-3,-1,6,i,5,x,CCOC(=O)c1cc2nc(-c3ccccc3)cc(C)n2n1
-9,2,-1.1,0,-1,1,0,i,0,i,COC(=O)[C@@H](C)NC(=O)c1ccc2oc(CCc3ccccc3)nc2c1
2,-3,0.7,0,-2,3,3,i,1,i,CC(NC(=O)C12CC3CC(CC(C3)C1)C2)c1ccc(F)cc1 (configuration not stated)
-5,1,-2.4,4,3,1,0,i,-2,i,Cn1ccnc1C(=O)c1cccc(Br)c1
-2,-4,0.1,2,0,-1,0,i,-1,i,O=C(c1ccc(Cl)c(S(=O)(=O)N2CCCC2)c1)N1CCOCC1
x,-3,0.3,9,-4,-4,0,i,3,i,COC(=O)c1cccc(CN2C(=O)C(C)Sc3ccc(C(C)=O)cc32)c1 (configuration not stated)
x,-3,-1.7,-2,-6,1,8,i,0,i,Nn1c(SCC(=O)N2CCCC2)nnc1C1CCCCC1
-3,-1,-0.8,2,-4,5,3,i,-4,i,NNC(=O)CN1C(=O)Nc2ccc(Br)cc2C1c1ccccc1 (configuration not stated)
-9,6,-1.3,0,2,-1,-1,i,3,i,Cc1ccc(-c2n[nH]c(=S)c3ccccc23)cc1
18,-1,1.7,-2,-2,6,3,i,2,i,O=C(CSc1ccc(-c2ccc(Cl)cc2)nn1)NC1CCCC1

Remaining list, next part:
Scp1 inh,NadD block,LMPTP inh,SUMO1 PPI mod,Rin1 Abl inh,CSN inh,DNMT1 inh,Rpn11 block,STEP block,Neddyl block,Structure
-5,6,-0.7,5,-1,4,-2,i,-1,i,COC(=O)c1ccc(N2CCOCC2)c(NC(=O)c2cc3ccccc3o2)c1
-7,-7,0.9,0,3,-1,1,i,0,i,CCCc1nc(NCCO)c(C#N)c2c1CCCC2
-1,-9,-0.6,0,2,-5,3,i,2,i,CC(C)c1nnc(NC(=O)CC23CC4CC(CC(C4)C2)C3)s1
-6,-1,0.8,5,3,4,-8,i,-1,i,CCC1C(c2ccccc2)N(C)C(c2ccccc2)CC1(O)c1ccccc1 (configuration not stated)
-4,-9,-1.4,-1,0,-4,2,i,-2,i,Cc1[nH]c(C)c(S(=O)(=O)Nc2ccccc2Cl)c1C(=O)N1CCCC1
-4,-3,0.9,-18,-4,-48,-4,i,-6,i,CN(C)c1ccc(N=Cc2nc(-c3ccccc3)oc2O)cc1
1,-1,-2.4,6,-1,-1,-3,i,11,i,Cc1cc(C(=O)Nc2ccc3nc(C)sc3c2)c2ccccc2n1
-2,-5,-1.8,8,-1,1,5,i,-3,i,CCN1C(=O)[C@H]2[C@@H](c3ccc(Cl)cc3)N3C(=O)CN(CC4CC4)C(=O)[C@@]3(Cc3ccccc3)[C@H]2C1=O
13,13,0.5,2,0,-2,3,i,0,i,Cc1cccc(NC(=O)CSc2ncnc3nc[nH]c23)c1C
-6,-5,-2.2,-1,2,0,2,i,0,i,COc1cc2c(c(OC)c1OC)-c1ccc(NC(=O)c3ccccc3)c(=O)cc1[C@@H](NC(C)=O)CC2
4,1,-0.4,6,-5,2,-3,i,3,x,CCc1cc(=O)oc2c3c(cc(OCC(=O)NCc4ccncc4)c12)OC(C)(C)CC3
-4,4,-1.2,-1,-1,-4,3,i,-1,+,COC(=O)c1ccccc1NC(=O)N1CCCC1
-16,9,2.7,-9,-2,1,-1,i,1,i,S=C(c1ccc(-c2ccccc2Cl)o1)N1CCCCC1
-13,-1,0.1,2,2,-1,-5,i,-1,i,Cc1cc(C)c2[nH]c(=O)c(CN(Cc3ccco3)C(=S)NCC3CCCO3)cc2c1 (configuration not stated)
-9,12,0.1,6,-5,2,-2,i,-3,i,O=C(NC1CCCc2ccccc21)c1ccc(CNc2c(N3CCOCC3)c(=O)c2=O)cc1 (configuration not stated)
-7,2,-0.3,-1,-2,-5,-3,i,3,i,COC(=O)c1ccc(OCCOCCOc2cccc3ccc(C)nc23)cc1
-8,-6,-0.5,0,-4,-3,-2,i,-3,i,Cc1nn(Cc2ccccc2Cl)c(C)c1NC(=O)c1noc2c1CCCCC2
-2,9,0.6,-1,-3,7,0,i,-4,i,N#Cc1ccccc1CSc1nc(O)cc(=O)[nH]1
-2,-5,-3.7,-5,-1,2,3,i,0,i,COCCCN1C(=O)C(O)=C(C(=O)c2ccco2)C1c1ccccc1 (configuration not stated)
x,-3,-4.7,-4,-1,-4,2,i,-4,i,C[C@@H]1CN([C@H](C)CO)C(=O)c2cc(Br)cnc2O[C@@H]1CN(C)C(=O)C1CCOCC1

An excerpt of these results, bar-delimited:
mol | Scp1 inh | NadD block | LMPTP inh | SUMO1 PPI mod | Rin1 Abl inh | CSN inh | DNMT1 inh | Rpn11 block | STEP block | Neddyl block
COc1ccc(-n2nnnc2SCC(=O)c2cccc(OC)c2)cc1 | -12 | 0 | 3.2 | -8 | 1 | 5 | -3 | i | 2 | i
CCN(CC(=O)NCc1cccnc1)S(=O)(=O)c1ccc(OC)cc1 | 4 | 2 | -1.7 | 7 | 4 | -1 | -2 | i | 3 | i

Structures listed above that bear a hit mark in Neddyl block.
Scp1 inh,NadD block,LMPTP inh,SUMO1 PPI mod,Rin1 Abl inh,CSN inh,DNMT1 inh,Rpn11 block,STEP block,Neddyl block,Structure
-9,-2,0.5,-2,3,2,-11,i,2,+,COCc1ccc(CN2CCc3c([nH]c4ccccc34)C2CC(C)C)o1 (configuration not stated)
-1,-5,-1.6,2,-2,5,38,i,0,+,CCOC(=O)C(=CNc1ccc2c(c1)nnn2-c1ccc(Cl)cc1)C(=O)OCC
-4,4,-1.2,-1,-1,-4,3,i,-1,+,COC(=O)c1ccccc1NC(=O)N1CCCC1
